Compound activity: PubChem BioAssay, Sanford-Burnham Center for Chemical Genomics
KOR beta-arrestin-1 – KOR antagonists, beta-arrestin recruitment, cell-based, luminescence, uHTS (AID 1778); KOR beta-arrestin recruitment, luminescence, antagonist mode; higher % means a stronger effect; one-dose inhibition, % at 10 µM; IC50 in µM for titrated hits; 290,000 tested, 0.091% active; further: strong numbers were not always called active
LYP inhibition – PTPN22 lymphoid phosphatase activity blockers – biochemical, fluorescence intensity, uHTS (AID 1779) | recombinant LYP phosphatase, fluorescence intensity; higher % means a stronger effect | inhibition, % at 11.5 µM; hits with a dose series show IC50 in µM | 290,000 tested, 0.054% active;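 further: plate controls were vehicle with enzyme for no effect and no enzyme for full effect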
TNAP activators – human TNAP enzyme activators, primary screen, biochemical, luminescent, no phosphate acceptor, uHTS (AID 1001). purified TNAP, luminescent activation assay, no phosphate acceptor; higher activation fold means a stronger effect. activation fold at 20 µM, or EC50 in µM where a hit was titrated. 200,000 tested, 0.03% active; in the data active means activation fold from about 3, or a potency from the dose series; inactive means the rest, 99 in 100 with activation fold below about 1.6; further: many of its hits are not listed in these tables
KOR beta-arrestin-2 – kappa opioid receptor activators – cell-based, luminescence, uHTS, primary screen (AID 1777) | 280,000 tested, 0.02% active | activation, % at 10 µM; hits with a dose series show EC50 in µM | KOR beta-arrestin recruitment, luminescence; higher % means a stronger effect; in the data active means activation above about 50%, passing the limit was not always enough; further: a part of the inactive calls stands beside numbers as strong as those of hits
human PMI inhibitors – human PMI inhibitors, high substrate, primary screen, biochemical, fluorescence intensity, high mannose 6-phosphate (AID 1220); inhibition, % at 20 µM; hits with a dose series show IC50 in µM; recombinant PMI enzyme, coupled fluorescence intensity; higher % means a stronger effect; 190,000 tested, 0.66% active
XIAP antagonists – XIAP antagonists, biochemical, IAP family, fluorescence polarization (AID 1018) | one-dose displacement, % at 20 µM; IC50 in µM for titrated hits | 200,000 tested, 0.007% active | XIAP BIR domain, fluorescence polarization peptide displacement; higher % means a stronger effect; in the data active means displacement above about 50%; further: a part of the inactive calls stands beside numbers as strong as those of hits
HEK293 NOD2/NF-kB – inhibition of NOD2-driven NF-kB reporter – cell-based, luminescence, uHTS, HEK293 (AID 1566); HEK293 NOD2/NF-kB luciferase reporter, luminescence; higher % means a stronger effect; inhibition, % at 4 µM, or EC50 in µM where a hit was titrated; 290,000 tested, 0.63% active; further: many of its hits are not listed in these tables
NOD1 inhibition – NOD1 signaling inhibitors, primary screen, cell-based, luminescence, uHTS (AID 1578); 290,000 tested, 1% active; NOD1-driven NF-kB luciferase reporter cells, luminescence; higher % means a stronger effect; one-dose inhibition, % at 4 µM; EC50 in µM for titrated hits; in the data active means inhibition mostly above about 36%, no sharp cut-off; inactive means mostly below about 34%;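 further: HEK-293T reporter cells stimulated with the NOD1 agonist gamma-tri-DAP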
PMI inhibitors – MPI enzyme activity inhibition – biochemical, fluorescence intensity, coupled assay, primary screen (AID 1209); one-dose inhibition, % at 20 µM; IC50 in µM for titrated hits; 190,000 tested, 0.42% active; purified PMI enzyme, coupled fluorescence intensity; higher % means a stronger effect;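 further: plate controls were DMSO vehicle for no effect and wells lacking substrate for full effect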
Starred values were filed as active, the others as inactive; · = not tested or not shown; [ ] = another dose, or the depositor's remark. Unless noted, no stated cut-off is given here; in the data, active means inhibition above about 50%; inactive means the rest. Some of the compounds tested. The share of hits here may be higher or lower than overall.

The line under a structure holds: PMI inhibitors	KOR beta-arrestin-2	NOD1 inhibition	LYP inhibition	HEK293 NOD2/NF-kB	XIAP antagonists	human PMI inhibitors	KOR beta-arrestin-1	TNAP activators
Cc1ccccc1S(=O)(=O)Nc1cccnc1
    -11%	1.7%	8%	-1%	12%	-4.7%	-11%	14%	1.1
COc1ccc(Cl)cc1S(=O)(=O)N1CCCC1=O
    4%	·	-31%	-4%	2%	-5.3%	-2%	-21%[20 µM]	1
Cc1ccc(C(c2nnnn2CC2CCCO2)N2CCN(C(=O)c3ccco3)CC2)cc1 (stereo not given)
    3%	-0.4%	10%	-7%	12%	-3.2%	9%	-17%	1.1
O=C(CCNC(=O)c1ccccc1)OCN1C(=O)c2ccccc2C1=O
    1%	0.4%	5%	-4%	7%	-3.5%	-4%	36%	1.1
O=C(Nc1ccc2c(c1)OCO2)c1ccc(Cl)nc1
    12%	1.3%	-55%	-8%	-15%	-7.1%	8%	12%	1.2
CC1(C)CC2(CCCN(CC(O)(c3ccccc3)c3ccccc3)C2)CCO1 (stereo not given)
    ·	5.3%	-13%	-2%	-7%	·	·	-9%	·
Cn1cc(C2=C(c3ccc(Cl)cc3Cl)C(=O)NC2=O)c2ccccc21
    ·	-4.8%	4%	-6%	21%	·	·	-24%[20 µM]	·
CCCn1c(O)c(C=Nc2ccccc2)sc1=S
    4%	-5.4%	-23%	-1%	-39%	-3.6%	0%	-4%[20 µM]	1
Fc1ccc(/C=N/Nc2cc(N3CCOCC3)ncn2)cc1
    ·	-0.1%	-30%	-5%	-19%	·	·	-7%	·
CCc1c(C(=O)NCc2ccccc2Cl)[nH]c(C)c1C(C)=O
    4%	-1.3%	8%	0%	3%	-4.6%	5%	12%	1.1
Cn1cccc1CNC(=O)Nc1ccc(Cl)cc1
    13%	-0.2%	-78%	-5%	-34%	-3.8%	10%	10%	1.1
O=P(CCC(F)(F)F)(CCC(F)(F)F)CCC(F)(F)F
    -3%	-0.9%	-3%	-11%	5%	-5.2%	-7%	-9%	1.2
O=C(O)c1cccc(NN=C2c3ccccc3-c3ccccc32)c1
    -38%	-1.2%	-29%	5%	-2%	-2.8%	-29%	-170%	1.1
COc1ccc(-c2coc3cc(OC)cc(O)c3c2=O)cc1
    -6%	1.8%	-34%	-2%	-126%	-3.6%	-10%	-2%	1.1
COc1cccc(CN(C)C(=O)c2ccc3c(=O)n4c(nc3c2)CCC4)c1OC
    ·	-1.0%	-36%	-4%	-8%	·	·	17%	·
O=C(c1ccccc1)N1N=C(C(F)(F)F)CC1(O)c1ccc(F)cc1 (stereo not given)
    ·	-2.6%	-3%	1%	24%	·	·	13%	·
Cc1ccc(C)c(Cn2c(=O)c3c(nc4n3CCN4Cc3ccco3)n(C)c2=O)c1
    14%	·	5%	1%	12%	0.0%	1%	·	1
Cc1ccc(-c2csc(NC(=O)c3cccc(N4C(=O)CCC4=O)c3)n2)o1
    19%	-2.7%	-5%	-5%	5%	-3.5%	6%	28%	1.1
Cc1cccc(NC(=O)CSc2nc3nc4c(cc3c(=O)n2-c2ccccc2)CCCC4)c1
    22%	-4.4%	-23%	4%	28%	-17%	13%	-18%	1.1
Cc1ccc(CNC(=O)CN2C(=O)NC(C)(c3cccc(Br)c3)C2=O)cc1 (stereo not given)
    ·	-3.0%	-15%	-3%	-5%	·	·	-2%	·
COc1cccc(CC(NC(C)=O)C(=O)NC2CCN(c3c(Cc4ccccc4)c(C)nc4ncnn34)CC2)c1 (stereo not given)
    -4%	-0.3%	-17%	-9%	19%	-2.2%	-8%	-3%	1.1
CC(C)c1c(C(=O)N/N=C/c2ccc(C(F)(F)F)cc2)nnn1-c1nonc1N
    ·	-0.2%	18%	-1%	5%	·	·	-48%	·
CCCc1cnc(N2CCN(C(=S)NC)CC2)nc1
    ·	-4.8%	-8%	-2%	-59%	·	·	28%	·
COc1ccc(-c2cc(C(F)(F)F)n3nc(N)nc3n2)cc1
    1%	-0.4%	-20%	-7%	-23%	-1.6%	-4%	9%	1.1
CSc1nc2ccc(S(=O)(=O)N3CCCCC3)cc2s1
    -2%	0.9%	-4%	3%	-4%	-4.0%	-2%	-9%	1
O=C(O)c1nccnc1C(=O)Nc1ccc(Cl)cn1
    ·	-3.6%	10%	-7%	17%	·	·	-10%	·
O=C(CO/N=C/c1ccc(OC(F)F)cc1)NC1CCCCCC1
    8%	-1.0%	-27%	-4%	13%	-4.9%	11%	0%	1
Cn1c(NNC(=O)/C=C/c2ccc3c(c2)OCO3)cc(=O)n(C)c1=O
    ·	0.6%	3%	-5%	5%	·	·	7%	·
CCc1cccc2c(C#N)cn(CC(=O)NCc3ccco3)c12
    3%	-2.0%	-24%	-4%	6%	-8.3%	4%	-8%	1.1
COc1ccc(Cl)cc1S(=O)(=O)n1ccnc1C(C)C
    -5%	6.4%	4%	-10%	4%	-2.3%	-1%	-11%	1.1
Cc1ccccc1C(=NCCCN(C)C)c1ccccc1C
    2%	7.9%	5%	-10%	10%	-20%	4%	8%	1
Cc1nc(Nc2ccc(Cl)cc2)c2oc3ccccc3c2n1
    ·	9.0%	19%	-1%	-26%	·	·	-9%	·
O=C(c1ccc(Br)s1)N1CCN(Cc2ccc3c(c2)OCO3)CC1
    8%	-2.2%	-13%	-9%	-2%	-1.1%	6%	-1%	1.1
CCOc1ccc(CCNC(=O)c2ccc3c(=O)n4c(nc3c2)CCCCC4)cc1
    ·	-1.8%	0%	-8%	13%	·	·	-35%	·
CN1CCN(c2ccc(NC(=O)c3ccc(-c4ccc(Cl)cc4)o3)cc2)CC1
    ·	21%	-21%	-5%	6%	·	·	-61%	·
CCN(CC(=O)NC(C)C)Cc1nc2sc3c(c2c(=O)[nH]1)CCC3
    -7%	-0.4%	5%	-1%	-1%	-6.9%	-18%	-9%	1.1
CCOC(=O)N1CCN(S(=O)(=O)c2c(C)nn(C)c2C)CC1
    -5%	-4.1%	-11%	-7%	22%	-1.9%	-7%	-10%	1
Cc1ccc(C(=O)Nc2ccc(CN3CCS(=O)(=O)CC3)cc2)cc1C
    ·	-2.6%	-11%	-7%	-29%	·	·	12%	·
O=C(Cc1nnc(NC(=O)c2ccccc2)s1)N/N=C/c1cccc(O)c1
    ·	2.8%	30%	-8%	0%	·	·	-48%[20 µM]	·
CCCC(=O)N=c1sc2c(OC)ccc(OC)c2n1C
    ·	2.7%	-13%	0%	15%	·	·	7%	·
COc1cc(-c2nc3ccc(C)cn3c2Nc2ccc3c(c2)OCCO3)ccc1O
    13%	1.5%	2%	-5%	-30%	-8.5%	23%	15%	1.1
Cc1nc2ccc(S(=O)(=O)NC(C(=O)Nc3nc4ccc(Cl)cc4s3)C(C)C)cc2s1 (stereo not given)
    8%	-3.0%	-10%	-1%	4%	-2.5%	2%	-8%	0.9
O=C(Nc1ccc(Cl)cc1)c1cccs1
    7%	-2.1%	11%	-2%	-62%	-17%	6%	-17%	1.1
Fc1ccc(C2CCCCN2Cc2nc(CC3CC3)no2)cc1 (stereo not given)
    9%	-2.9%	-13%	-9%	18%	-2.1%	2%	-3%	1.1
CCC(C(=O)NC1CCCC1)N(C(=O)c1snc(C(N)=O)c1N)c1ccc(OC)cc1 (stereo not given)
    ·	2.2%	0%	-4%	-16%	·	·	-22%	·
COc1ccc2ccn(S(=O)(=O)c3ccccc3)c2c1
    ·	3.6%	-21%	-8%	12%	·	·	-16%[20 µM]	·
O=C(CCS(=O)(=O)c1ccc(Br)cc1)N1CCN(c2ccc(Cl)cc2)CC1
    2%	2.5%	-10%	-9%	12%	-5.6%	1%	3%	1.1
Cc1cc(N2CCCC2)c(F)cc1/C=C\[N+](=O)[O-]
    -3%	8.1%	22%	6%	-29%	-4.0%	6%	-11%	0.9
Cc1ccc(C2=NNC3(CCOC(C)(C)C3)S2)cc1 (stereo not given)
    2%	·	74%*	1%	-118%	10%	-6%	36%[20 µM]	1.1
O=C(Oc1c(-c2ccccc2)c(=O)n2c3c(cccc13)CC2)c1ccco1
    ·	-0.6%	0%	-10%	24%	·	·	5%	·
Cc1cc(C(=O)CSc2nnc(N)s2)c(C)n1-c1c(C)n(C)n(-c2ccccc2)c1=O
    5%	0.0%	-6%	-5%	-2%	-6.0%	1%	-40%	1.1
Cc1ccc(S(=O)(=O)NCCCN2CCOCC2)c(C)c1
    -13%	-5.7%	4%	-8%	4%	-2.0%	-5%	9%	1.1
CC(NC(=O)Cn1ncc(Cl)c(Cl)c1=O)C12CC3CC(CC(C3)C1)C2 (stereo not given)
    -1%	-9.1%	87%*	0%	27%	-7.8%	35%	2.1µM*	1.1
O=C(NC(=S)Nc1ccc(S(=O)(=O)Nc2ccccc2)cc1)C1CC1
    15%	-5.6%	-27%	0%	7%	-6.9%	12%	-9%	1.2
COc1cccc(NS(=O)(=O)c2ccc3[nH]cc(C(=O)NCCC(C)C)c(=O)c3c2)c1
    16%	0.9%	32%	-6%	9%	-2.0%	10%	-30%	1.1
Oc1ccc(C2=NNC(=NCc3ccc4c(c3)OCO4)SC2)c(O)c1
    0%	8.6%	0%	8%	6%	-1.0%	-36%	-71%	0.8
Cc1ccc2occ(/C=N/O)c(=O)c2c1
    4%	-3.6%	-34%	-1%	-5%	-3.4%	1%	-9%	1
COc1ccc(CCNC(=O)c2c(N)no[n+]2[O-])cc1OC
    8%	2.9%	-43%	-1%	-2%	-14%	18%	-25%	1
Cc1[nH][nH]c(=O)c1N=Nc1ccc(Cl)cc1
    12%	-9.9%	-1%	-1%	0%	-12%	23%	-13%	2
Cc1cc(N)ccc1N=Nc1c(C)n(C)n(-c2ccccc2)c1=O
    9%	1.3%	-33%	3%	-17%	5.6%	14%	10%	1

(cont.)
The line under a structure holds: PMI inhibitors	KOR beta-arrestin-2	NOD1 inhibition	LYP inhibition	HEK293 NOD2/NF-kB	XIAP antagonists	human PMI inhibitors	KOR beta-arrestin-1	TNAP activators
COc1ccc(CC(=O)O/N=C(\N)c2ccc(C)cc2)cc1
    ·	-2.9%	-6%	-7%	-28%	·	·	27%	·
CCCCC(=O)Nc1cc(OC)c(NC(=O)C2CCCCC2)cc1OC
    6%	-5.6%	-12%	2%	23%	-4.6%	2%	-1%	1
O=C1C(=O)N(CCS(=O)(=O)c2ccccc2)c2ccc(Cl)cc21
    ·	9.2%	27%	5%	-9%	·	·	-132%	·
O=[N+]([O-])c1ccccc1/C=C/C=N/n1c(-c2ccccc2)n[nH]c1=S
    -6%	1.3%	9%	-7%	12%	-6.7%	-6%	23%	0.8
COc1ccccc1CC(=O)N1CCN(S(=O)(=O)c2ccccc2)CC1
    ·	0.2%	-25%	-6%	4%	·	·	-1%	·
O=C(C1CCC1)N1CCC(c2nc3c(nnn3Cc3c(F)cccc3Cl)c(=O)[nH]2)CC1
    1%	1.3%	-6%	4%	14%	-1.2%	-6%	14%	1.1
